Neddylation inh = blocks human cullin neddylation | P61081+Q13564 | TR-FRET cullin neddylation, biochemical | calls only at 25 µM | 0.58% of 360,000 active; in the data active means inhibition above about 36%
Target sequence (P61081 whole entry, looked up): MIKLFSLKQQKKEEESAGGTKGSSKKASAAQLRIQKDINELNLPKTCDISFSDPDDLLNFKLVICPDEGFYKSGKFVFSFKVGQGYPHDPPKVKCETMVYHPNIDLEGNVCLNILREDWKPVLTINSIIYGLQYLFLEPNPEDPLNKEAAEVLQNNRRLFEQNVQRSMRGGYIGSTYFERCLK
Target sequence (Q13564 whole entry, looked up): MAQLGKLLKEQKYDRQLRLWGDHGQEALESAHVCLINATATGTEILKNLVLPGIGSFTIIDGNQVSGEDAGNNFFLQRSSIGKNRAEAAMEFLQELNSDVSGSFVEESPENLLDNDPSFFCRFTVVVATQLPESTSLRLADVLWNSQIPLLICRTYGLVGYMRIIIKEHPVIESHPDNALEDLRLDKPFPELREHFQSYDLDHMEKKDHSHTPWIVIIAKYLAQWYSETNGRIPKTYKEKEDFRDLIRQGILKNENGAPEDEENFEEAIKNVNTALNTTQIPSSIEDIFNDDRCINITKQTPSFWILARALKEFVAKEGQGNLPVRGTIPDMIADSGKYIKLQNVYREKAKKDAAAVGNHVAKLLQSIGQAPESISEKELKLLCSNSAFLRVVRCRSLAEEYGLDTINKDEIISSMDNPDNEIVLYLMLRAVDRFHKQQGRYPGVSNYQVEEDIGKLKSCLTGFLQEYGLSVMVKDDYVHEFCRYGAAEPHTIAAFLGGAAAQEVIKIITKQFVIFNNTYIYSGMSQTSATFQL
NadD block = NadD (S. aureus) enzyme inhibition | purified NadD enzyme, colorimetric absorbance read-out | inhibition, % at 20 µM | 0.78% of 360,000 active | AID 602399; in the data active means inhibition above about 26%; further: some compounds past the cut are filed as inactive
FAS-TE inh = FAS thioesterase (human) inhibition | P49327 | recombinant FAS-TE, OMFH fluorogenic substrate, fluorescence endpoint | inhibition, % at 15 µM | 0.67% of 360,000 active | AID 602261;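 active means compounds whose normalised, plate-corrected inhibition of enzyme fluorescence in the single-dose primary screen is 50% or more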;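 further: 0% = DMSO with enzyme and 100% = substrate without enzyme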
Rpn11 inh = inhibitors of human proteasome Rpn11; human 26S proteasome, Ub4-pepOG fluorescence polarization; 20S core pre-blocked with epoxomicin; calls only at 20 µM; AID 588493; 0.59% of 360,000 active;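 active means inhibition at 20 µM, scaled to each plate's controls, above about 33%, limit read from the data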
Target sequence (O00487 whole entry, looked up): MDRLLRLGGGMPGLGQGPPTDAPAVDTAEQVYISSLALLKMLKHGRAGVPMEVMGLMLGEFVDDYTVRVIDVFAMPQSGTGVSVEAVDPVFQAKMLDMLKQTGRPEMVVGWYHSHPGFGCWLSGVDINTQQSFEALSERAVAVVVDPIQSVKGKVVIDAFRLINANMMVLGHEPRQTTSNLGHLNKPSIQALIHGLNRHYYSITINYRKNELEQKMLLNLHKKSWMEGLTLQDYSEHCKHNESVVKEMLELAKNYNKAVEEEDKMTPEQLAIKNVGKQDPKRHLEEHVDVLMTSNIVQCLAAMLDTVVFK
SKN-1 block = C. elegans SKN-1 inhibition. inhibition, % at 21.8 µM. 0.49% of 360,000 active. C. elegans VP596 Pgst-4::GFP/RFP ratio, acrylamide-induced, 24 h. AID 624304;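 active means interference check ratio from 0.5 to 1.5 plus GFP to RFP signal ratio inhibition reaching or exceeding a fixed threshold, cut at about 30% in these data, passing the limit was not always enough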; further: some compounds called inactive have numbers as strong as hits
Rin1-Abl PPI inh = inhibitors of human Rin1-Abl protein interaction | TR-FRET Rin1/Abl binding, biochemical | inhibition, % at 7.35 µM | 0.4% of 360,000 active | AID 588664; in the data active means inhibition above about 5%, passing the limit was not always enough
CSN deneddyl inh = CSN deneddylation inhibition | 0.38% of 360,000 active | Purified CSN, SCF-Nedd8-OG deneddylation, fluorescence polarization | Q92905 | inhibition, % at 12.5 µM;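 active means pattern-corrected inhibition above about 35%, with an unprinted fluorescence ratio check between 0.5 and 1.5, limit read from the data, passing the limit was not always enough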;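 further: 0% = enzyme with substrate and 100% = substrate without enzyme; some results filed as inactive read as strong as hits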
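test system = HEK293T-derived human Csn5 enzyme | amount = 0.24 nM Csn5 enzyme, final concentration | medium = Tris/NaCl/DTT buffer, pH 7.5 | schedule = 90 min reaction at room temperature | signal = FP | evaluation = inhibition of Csn5 cleavage, % | compound dosing = single dose of 12.5 µM compound with 0.25% DMSO | probe or stimulus = 10 nM SCFSkp2-Nedd8OG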
MT1-MMP act inh = inhibitors of human MT1-MMP activation; P50281; HT1080 RFP-PRO-GFP cells, GFP/RFP ratio fluorescence, overnight; percent of plate control window, DMSO zero; GFP/RFP ratio change, % at 20 µM; 0.061% of 360,000 active;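 active means GFP/RFP ratio change of at least 30% with cell ATP level not reduced by more than half and red fluorescence within 50% of control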; further: strong numbers were not always called active
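Material – HT1080 RFP-PRO-GFP cells · Control set – DMSO wells and RFP-L50D-GFP cells · Incubation – overnight cell settling, then overnight compound exposure, 37 °C, 5% CO2 · Compound dosing – single-point 20 µM compound, 1% DMSO · Read-out – GFP/RFP fluorescence ratio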
PABP1 MLLE inh = blocks PAM2 peptide binding to the PABP1 MLLE domain; GST-MLLE / FITC-PAM2 fluorescence polarization; inhibition, % at 20 µM; 0.36% of 360,000 active; AID 588489; in the data active means inhibition above about 35%, passing the limit was not always enough;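 further: plate controls were DMSO wells with GST-MLLE for no effect and wells lacking GST-MLLE protein for full effect; some results filed as inactive read as strong as hits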
Starred values were filed as active, the others as inactive; i = inactive; + = active, no number.

Each structure is followed by: Neddylation inh | NadD block | FAS-TE inh | Rpn11 inh | SKN-1 block | Rin1-Abl PPI inh | CSN deneddyl inh | MT1-MMP act inh | PABP1 MLLE inh
1: COc1cccc(C2=NOC(C(=O)Nc3cc(C)on3)C2)c1OC (centres undefined)
→ i | -6 | -6 | i | -14 | -2 | 1 | 11 | 1
2: CCCC(=O)Nc1cccc2c1CCCC2
→ i | -3 | -9 | i | 1 | 0 | -5 | 1 | -3
3: CN(C)S(=O)(=O)c1cccc(NC(=O)C2Cc3ccccc3CN2C(=O)c2ccccc2)c1 (centres undefined)
→ i | -13 | 7 | i | 4 | -1 | 0 | -5 | -16
4: OC[C@H]1O[C@@H](c2nc(-c3ccc(C4OCCO4)cc3)no2)[C@H](O)[C@@H]1O
→ i | -10 | -9 | i | 6 | -4 | 4 | 2 | 5
5: Cc1nn(C)c(C)c1S(=O)(=O)N(CC(=O)NC1CCCCCC1)c1ccc(C(C)C)cc1
→ i | -3 | -6 | i | -1 | 2 | 5 | -2 | -6
6: CCN(CC)c1ccc(/C=N/NC(=O)CNC(=O)/C=C/c2ccco2)cc1
→ i | -1 | -3 | i | 5 | -2 | 6 | 3 | -15
7: COc1cc(C=O)ccc1OC(=O)N1CCOCC1
→ i | 4 | -4 | i | 12 | 0 | -6 | 2 | -5
8: COc1ccccc1-c1nnc(SCC(=O)NC2CCS(=O)(=O)C2)n1CCc1ccccc1 (centres undefined)
→ i | 1 | -6 | i | 1 | 1 | 1 | 2 | -41
9: Cc1ccc(NC(=O)NCCN2C(=O)C3C4C=CC(C4)C3C2=O)cc1 (centres undefined)
→ i | -6 | -4 | i | 11 | 0 | 0 | 6 | 5
10: COc1cc(OC)cc(-c2oc(=O)c3cc(OC)c(OC)cc3c2C(F)(F)F)c1
→ i | -1 | 18 | i | -6 | 2 | 2 | 1 | 8
11: CC(=O)c1c(N2CCN(C(=O)c3ccco3)CC2)nc(=S)n(-c2ccccc2)c1C
→ i | 1 | -5 | i | -10 | -1 | 0 | -1 | 24
12: COC(=O)CCC(=O)Nc1ccc(NC(C)=O)cc1
→ i | 0 | -9 | i | -6 | 0 | 0 | 3 | 4
13: O=C(NNC(=O)C1CCCN(S(=O)(=O)c2cccc(F)c2)C1)C1CC1 (centres undefined)
→ i | -5 | -2 | i | 12 | -1 | 5 | 0 | -4
14: CC(=O)c1ccc(NC(=O)Nc2ccncc2)cc1
→ i | 3 | -8 | i | -1 | 2 | 8 | 3 | -1
15: O=c1cc2c(nn1Cc1ccccc1Cl)-c1ccccc1CC2
→ i | -7 | 12 | i | 13 | 2 | 2 | -4 | -16
16: O=C(c1cccs1)N1CCN(c2cc(Cl)ccc2Cl)CC1
→ i | 1 | 17 | i | -5 | 0 | 2 | 1 | 4
17: C=CCOC(=O)C1=C(C)N=C2SCCC(=O)N2C1c1cccs1 (centres undefined)
→ i | -3 | 2 | i | -3 | -2 | 1 | 1 | -53
18: COc1cc2c(cc1OC)C(c1cc(OC)c(OC)cc1[N+](=O)[O-])N(C(C)=O)CC2 (centres undefined)
→ i | -4 | -6 | i | 12 | 1 | 6 | 4 | 19
19: Cc1cc(C)c(C)c(S(=O)(=O)N2CCSCC2)c1C
→ i | -2 | 11 | i | -14 | -1 | -3 | -1 | 4
20: CCC(Cc1ccccc1)n1c(=S)[nH]c2ccccc2c1=O (centres undefined)
→ i | -9 | 29 | i | -2 | -1 | 9 | -11 | -44
21: CCCc1cc(C(=O)Nc2cc(Cl)ccc2O)no1
→ i | 1 | -9 | i | 12 | 1 | 4 | -5 | -33
22: Cc1ccc(S(=O)(=O)N2CCC(C(=O)NC3CCCC3)CC2)cc1Cl
→ i | -5 | -8 | i | 4 | 5 | -3 | 1 | 14
23: Nc1c(-c2ccccc2)c(CN2CCOCC2)nn1-c1ccccc1
→ i | 0 | -10 | i | -3 | 0 | -3 | -8 | -6
24: COc1ccc(-n2ncc3c2CC(C)(C)CC3NC(=O)c2c(C)cc(=O)oc2C)cc1 (centres undefined)
→ i | 0 | -2 | i | -5 | -2 | -2 | -5 | 2
25: O=C(Nc1cccc(C(F)(F)F)c1)/C(=C\c1ccco1)NC(=O)c1cccs1
→ i | 2 | -4 | i | 8 | -1 | 8 | -5 | 11
26: CCOC(=O)Cn1c(=O)oc2cc(S(=O)(=O)NCCc3ccc(OCC)c(OCC)c3)ccc21
→ i | 0 | -6 | i | -5 | -1 | 5 | -5 | -11
27: Cc1ccc(Cn2nnc3c(=O)[nH]c(C4CCN(S(=O)(=O)c5ccccc5F)CC4)nc32)cc1
→ i | 20 | -4 | i | -16 | -1 | 1 | 0 | 3
28: Cc1ccc(N(Cc2ccc(C(=O)NN=C3CCN(C)CC3)cc2)S(C)(=O)=O)cc1C
→ i | -5 | -9 | i | 12 | 0 | -5 | 0 | 10
29: COc1ccc(C2C(C(=O)N3CCC(C)CC3)c3ccccc3C(=O)N2C)cc1 (centres undefined)
→ i | 2 | -6 | i | -16 | 1 | 3 | -1 | 0
30: C=CCNC(=O)c1ccc2c3n(nc2c1)-c1ccc(Cl)cc1CO3
→ i | -1 | 8 | i | 7 | -1 | -2 | 5 | -51

Arranged by heavy-atom count (smallest number first): some entries from above
Each structure is followed by: Neddylation inh | NadD block | FAS-TE inh | Rpn11 inh | SKN-1 block | Rin1-Abl PPI inh | CSN deneddyl inh | MT1-MMP act inh | PABP1 MLLE inh
19: Cc1cc(C)c(C)c(S(=O)(=O)N2CCSCC2)c1C
→ i | -2 | 11 | i | -14 | -1 | -3 | -1 | 4
17: C=CCOC(=O)C1=C(C)N=C2SCCC(=O)N2C1c1cccs1 (centres undefined)
→ i | -3 | 2 | i | -3 | -2 | 1 | 1 | -53
1: COc1cccc(C2=NOC(C(=O)Nc3cc(C)on3)C2)c1OC (centres undefined)
→ i | -6 | -6 | i | -14 | -2 | 1 | 11 | 1
13: O=C(NNC(=O)C1CCCN(S(=O)(=O)c2cccc(F)c2)C1)C1CC1 (centres undefined)
→ i | -5 | -2 | i | 12 | -1 | 5 | 0 | -4
6: CCN(CC)c1ccc(/C=N/NC(=O)CNC(=O)/C=C/c2ccco2)cc1
→ i | -1 | -3 | i | 5 | -2 | 6 | 3 | -15
25: O=C(Nc1cccc(C(F)(F)F)c1)/C(=C\c1ccco1)NC(=O)c1cccs1
→ i | 2 | -4 | i | 8 | -1 | 8 | -5 | 11
10: COc1cc(OC)cc(-c2oc(=O)c3cc(OC)c(OC)cc3c2C(F)(F)F)c1
→ i | -1 | 18 | i | -6 | 2 | 2 | 1 | 8
18: COc1cc2c(cc1OC)C(c1cc(OC)c(OC)cc1[N+](=O)[O-])N(C(C)=O)CC2 (centres undefined)
→ i | -4 | -6 | i | 12 | 1 | 6 | 4 | 19
3: CN(C)S(=O)(=O)c1cccc(NC(=O)C2Cc3ccccc3CN2C(=O)c2ccccc2)c1 (centres undefined)
→ i | -13 | 7 | i | 4 | -1 | 0 | -5 | -16
27: Cc1ccc(Cn2nnc3c(=O)[nH]c(C4CCN(S(=O)(=O)c5ccccc5F)CC4)nc32)cc1
→ i | 20 | -4 | i | -16 | -1 | 1 | 0 | 3

(cont.)
Each structure is followed by: Neddylation inh | NadD block | FAS-TE inh | Rpn11 inh | SKN-1 block | Rin1-Abl PPI inh | CSN deneddyl inh | MT1-MMP act inh | PABP1 MLLE inh
31: CCN(CCO)c1ncnc2onc(-c3ccc(F)cc3)c12
→ i | -6 | -3 | i | 22 | -1 | 4 | 0 | 13
32: CC1CCCCC1NC(=O)CNC(=O)c1cccs1 (centres undefined)
→ i | 0 | -2 | i | 7 | -2 | -6 | 0 | 3
33: Cc1sc(-c2ccccn2)nc1OC(=O)c1ccc(F)cc1F
→ i | -7 | 6 | i | 4 | 1 | -4 | -2 | -7
34: COc1ccc(C(=O)CSc2nnc(NC(=O)C3CC(=O)N(c4ccccc4)C3)s2)cc1 (centres undefined)
→ i | 9 | -3 | + | 12 | 2 | -3 | 8 | -12
35: O=C(Nn1cnnc1)c1ccc(OC(F)(F)C(F)C(F)(F)F)cc1 (centres undefined)
→ i | -1 | -6 | i | 9 | 3 | 0 | 2 | -6
36: O=C(CSc1nnc(-c2ccco2)o1)c1ccc(F)c(F)c1
→ i | -4 | 1 | i | -6 | -4 | 9 | 0 | -50
37: COc1ccc(CCNC(=O)c2cc(-c3ccc4c(c3)OCO4)on2)cc1OC
→ i | 6 | -6 | i | 1 | 1 | 0 | 9 | 3
38: Cc1cnc(NC(=O)C2(C)CCN2C(=O)C(C)C)s1 (centres undefined)
→ i | -2 | -4 | i | 6 | -4 | -1 | -7 | 28
39: N#C/C(=N\Nc1c(Cl)cccc1Cl)C(=O)NN
→ i | 7 | -17 | i | 31 | -8 | 5 | 2 | -76
40: Brc1ccccc1/C=N/Nc1ccccn1
→ i | 1 | 1 | i | 3 | 2 | -3 | -4 | 18
41: CC(C)CCN(C(=O)c1csnn1)C(C(=O)NC1CCCCC1)c1ccc(F)cc1 (centres undefined)
→ i | -8 | 5 | i | -5 | 0 | 8 | -2 | -11
42: CCOC(=O)C[C@H]1c2ccccc2S(=O)(=O)N1Cc1cc(OC)c(OC)c(OC)c1
→ i | -2 | -10 | i | -2 | 3 | 0 | -1 | 12
43: CCCN(C(=O)c1cccs1)c1c(N)n(Cc2ccccc2)c(=O)[nH]c1=O
→ i | 0 | -4 | i | 8 | 4 | 6 | -3 | -14
44: CN(C)S(=O)(=O)N1CCN(c2ccccc2)CC1
→ i | 0 | -10 | i | -3 | 1 | 4 | -1 | -16
45: O=S(=O)(Nc1nc2ccccc2nc1Nc1ccc2c(c1)OCO2)c1ccc(F)cc1
→ + | 4 | -3 | + | 2 | 1 | 15 | -18 | 17
46: CCc1noc(C)c1C(=O)N(C)CC(=O)Nc1ccccc1C(F)(F)F
→ i | 3 | -6 | i | -6 | -2 | -5 | -6 | 9
47: C[C@@H]1COC(=O)[C@H](Cc2ccc(F)cc2)C/C=C\C[C@@H](CC(=O)NCCO)C(=O)N1
→ i | 0 | -10 | i | 29 | 4 | -3 | 1 | 0
48: FC(F)c1nnc2ccc(Cl)nn12
→ i | -3 | -4 | i | -21 | 2 | -6 | -1 | 9
49: COc1ccc(NC(=O)N(C)C[C@H]2OCc3cn(nn3)CCCC(=O)N([C@@H](C)CO)C[C@@H]2C)cc1
→ i | 3 | -9 | i | -18 | 0 | 1 | 3 | -5
50: COc1ccc(CN(C)CC(=O)Nc2c(C)cccc2C)c(OC)c1
→ i | -6 | -4 | i | -7 | 3 | -4 | 1 | -9
51: CC1CCc2cc(F)ccc2N1C(=O)CSc1nnc2c(n1)[nH]c1ccc(F)cc12 (centres undefined)
→ i | 9 | -2 | i | 3 | -2 | 2 | -11 | -16
52: COCCCNC(=O)C1CCC(CNS(=O)(=O)c2ccc(OC)cc2)CC1 (centres undefined)
→ i | -5 | 3 | i | 5 | -2 | -1 | -1 | 3
53: CC(C)CCn1c(N2CCCC2)nc2c1c(=O)n(C)c(=O)n2C
→ i | -2 | 0 | i | -12 | 1 | 3 | 1 | -3
54: C/C(=N/OC(=O)C1CC1)c1cc(-c2ccc(Cl)cc2)no1
→ i | -8 | 8 | i | -14 | 2 | -3 | 1 | -5
55: O=C(NC1CCCCCC1)c1ccco1
→ i | -1 | -9 | i | 9 | 2 | 3 | 3 | 2
56: COc1ccc(C2C(=O)c3ccccc3C2=O)cc1
→ i | 4 | 3 | i | 11 | -1 | 3 | 1 | -6

Source: PubChem
